Screening data deposited in PubChem by Southern Research Specialized Biocontainment Screening Center.
inhibitors of VEEV: inhibitors of VEEV TC-83 cytopathic effect, confirmation, Vero cells (AID 588727) | Vero cells, VEEV TC-83 cytopathic effect inhibition; higher % means a stronger effect | inhibition, % at 20 µM, or IC50 in µM where a hit was titrated | 350,000 tested, 0.13% active; in the data active means a potency from the dose series; inconclusive means inhibition mostly from about 14% at the one dose, without a potency; inactive means the rest, 99 in 100 with inhibition below about 12%; further: strong numbers were not always called active
H1N1 NS1A inhibition: H1N1 influenza NS1A inhibitors, functional cell based assay (AID 504329); 340,000 tested, 0.3% active; inhibition, % at 12.5 µM; hits with a dose series show IC50 in µM; NS1A functional cell-based assay, percent inhibition; higher % means a stronger effect; in the data active means a potency from the dose series; inconclusive means inhibition above about 27% without an active follow-up result; further: strong numbers were not always called active
M. tuberculosis: growth inhibition of non-replicating M. tuberculosis (AID 488890); Mycobacterium tuberculosis non-replicating, growth inhibition; higher % means a stronger effect; inhibition, % at 25 µM; hits with a dose series show IC50 in µM; 320,000 tested, 0.39% active; in the data active means a potency from the dose series; inconclusive means inhibition mostly from about 82% at the one dose, without a potency; inactive means the rest, 99 in 100 with inhibition below about 76%;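 further: plate controls were DMSO cells for no effect and high antibiotic wells for full effect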
Salmonella PhoP GFP: Inhibition of PhoP regulon, Salmonella typhi GFP reporter cells, confirmation, 4 h (AID 1850) | Salmonella Typhi PhoP-promoter GFP reporter, fluorescence, 4 h; higher % means a stronger effect | one-dose inhibition, % at 50 µM; IC50 in µM for titrated hits | 310,000 tested, 0.33% active; in the data active means a potency from the dose series; inconclusive means inhibition mostly from about 25% at the one dose, without a potency; inactive means the rest, 99 in 100 with inhibition below about 19%;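 further: 0% = induced wells with vehicle and 100% = uninduced wells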
M. tuberculosis HTS: M. tuberculosis growth inhibition, HTS (AID 449762). one-dose inhibition, % at 25 µM; IC50 in µM for titrated hits. M. tuberculosis H37Rv growth inhibition, 7H9 media; higher % means a stronger effect. 330,000 tested, 0.59% active; in the data active means a potency from the dose series; inconclusive means inhibition above about 70% without an active follow-up result;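 further: bacterial growth assessed after seven days of incubation; strong numbers were not always called active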
* hit, by the source's call; i = inactive; ? = inconclusive; / = no result given; & = joins results of further samples. This is a random part of the collection. About 1.5% of those tested had a hit in this group.

Second line of a record: inhibitors of VEEV	H1N1 NS1A inhibition	M. tuberculosis	Salmonella PhoP GFP	M. tuberculosis HTS
CCSc1nnc(NC(=O)C(CC)Oc2ccccc2)s1 (stereo not drawn)
    0.6%	-106%	29%	-10%	0%
NC(=O)CN1C(=O)NC(c2ccccc2)(c2ccccc2)C1=O
    0.7%	11%	6%	-9%	-4%
Cc1ccc(S(=O)(=O)CCC(=O)OCC(=O)Nc2cc(F)ccc2C)cc1
    0.9%	6%	19%	3%	10%
Cc1cc(OCC(=O)NNC(=O)c2cccnc2)cc(C)c1Cl
    1.9%	-2%	5%	13%	4%
CCOC(=O)c1cc(-c2ccccc2)nn1Cc1cc(CC)no1
    3.7%	1%	1%	3%	-1%
COC(=O)C1=C(C)N=C2SCCC(=O)N2C1/C=C/c1ccccc1 (stereo not drawn)
    3.6%	11%	0%	0%	-9%
Cc1ccc(-n2[nH]c(C)c(/C=N/N3C(=O)c4cccc5cccc(c45)C3=O)c2=O)cc1
    4.9%	/	?	-3%	?
Cc1ccc2[nH]c(C(=O)O)c(NC(=O)CN3CCN(c4cccc(C)c4C)CC3)c2c1
    6.8%	-3%	50%	24%	13%
CCc1nccn1S(=O)(=O)c1ccc(Br)cc1Br
    i	-19%	-10%	12%	4%
CCOCCCn1c(=S)[nH]c2cc3c(cc2c1=O)OCO3
    3.4%	-5%	16%	-5%	0%
C[C@H](NC(=O)c1nc[nH]c1C(=O)N1CCN(C(=O)OC(C)(C)C)CC1)c1ccccc1
    3.9%	-42%	64%	/	3%
COCCn1c(SCCN2CCCCC2)nc2ccccc2c1=O
    i	0%	8%	-8%	1%
COCCN(C(=O)C1=COCCO1)c1c(N)n(Cc2ccccc2)c(=O)[nH]c1=O
    3.2%	-14%	-1%	-6%	1%
N#CCCN(C(=O)COC(=O)CCc1nc2ccccc2c(=O)[nH]1)c1ccccc1F
    0.4%	-26%	-13%	/	-6%
CCCCn1c(N)c(N(CCOC)C(=O)COC(=O)c2cc(CC)c(C)s2)c(=O)[nH]c1=O
    0.1%	-2%	13%	0%	-5%
O=S(=O)(c1ccc(Br)cc1)N1CCC2(CC1)OCCO2
    2.4%	24%	3%	-6%	5%
Cn1c([N+](=O)[O-])cnc1COC(N)=O
    2.5%	-3%	7%	-11%	0%
OCc1cc(C(O)CNCCCCCCOCCCCc2ccccc2)ccc1O (stereo not drawn)
    ?	-3%	57%&19%	-12%&12%	30%&6%
Cc1nccn1CC(=O)N/N=C/c1ccc(O)c(O)c1
    /	/	11%	-3%	2%
C[C@H](NS(=O)(=O)c1ccc2c(c1)OCCCO2)C(=O)N1CCN(c2ccc(F)cc2)CC1
    6.3%	1%	1%	/	-2%

3 of the compounds above, as a markdown table:
| Compound | inhibitors of VEEV | H1N1 NS1A inhibition | M. tuberculosis | Salmonella PhoP GFP | M. tuberculosis HTS |
| --- | --- | --- | --- | --- | --- |
| Cc1ccc2[nH]c(C(=O)O)c(NC(=O)CN3CCN(c4cccc(C)c4C)CC3)c2c1 | 6.8% | -3% | 50% | 24% | 13% |
| CCOC(=O)c1cc(-c2ccccc2)nn1Cc1cc(CC)no1 | 3.7% | 1% | 1% | 3% | -1% |
| Cc1ccc(S(=O)(=O)CCC(=O)OCC(=O)Nc2cc(F)ccc2C)cc1 | 0.9% | 6% | 19% | 3% | 10% |

Back to the main list, repeating the 3 entries before the break.
Second line of a record: inhibitors of VEEV	H1N1 NS1A inhibition	M. tuberculosis	Salmonella PhoP GFP	M. tuberculosis HTS
OCc1cc(C(O)CNCCCCCCOCCCCc2ccccc2)ccc1O (stereo not drawn)
    ?	-3%	57%&19%	-12%&12%	30%&6%
Cc1nccn1CC(=O)N/N=C/c1ccc(O)c(O)c1
    /	/	11%	-3%	2%
C[C@H](NS(=O)(=O)c1ccc2c(c1)OCCCO2)C(=O)N1CCN(c2ccc(F)cc2)CC1
    6.3%	1%	1%	/	-2%
CCc1ccc2nc(N(CCCN(C)C)C(=O)c3ccc(S(=O)(=O)N4CCCC4)cc3)sc2c1
    12%	5%	16%	-7%	-3%
CN(C)S(=O)(=O)c1ccc(Cl)c(NC(=O)COC(=O)/C=C/c2ccco2)c1
    ?	4%	-7%	1%	-11%
CCc1ccc(N(CC(=O)O)S(=O)(=O)c2c(C)noc2C)cc1
    0.7%	-7%	-17%	1%	-17%
CCO[C@@H]1OC(C(=O)NCc2ccccc2)=C[C@H](c2csc3ccccc23)[C@H]1CCCO
    5.9%	-7%	52%	-9%	49%
Cc1nc2c(-c3ccc(F)cc3)c(C)nn2c(C)c1CCC(=O)N1CCN(c2ccc(F)cc2)CC1
    0.3%	0%	26%	/	-9%
CC(=O)C1=C(C)NC(=O)NC1c1ccc2c(c1)OCO2 (stereo not drawn)
    0.5%	-2%	-10%	-9%	7%
NC(=O)Cc1nc(-c2ccc([N+](=O)[O-])cc2)cs1
    0.5%	-11%	8%	9%	3%
CCOC(=O)[C@@H]1[C@H]2COc3cc(OC)ccc3[C@H]2N2C(=O)N(c3ccc(C(F)(F)F)cc3)C(=O)[C@@]12C
    0.1%	-2%	7%	-15%	7%
CCN(CC(=O)NCc1ccccc1Cl)CC(=O)Nc1c(F)cccc1F
    0.3%	4%	10%	12%	-1%
CC1CCc2sc3ncn4nc(C(=O)NCc5ccco5)nc4c3c2C1 (stereo not drawn)
    1.6%	1%	6%	-14%	0%
CC(C)(C)C(=O)Cn1ncc(Cl)c(Cl)c1=O
    ?	4%	/	/	/
COC(=O)CSc1n[nH]c(-c2cccnc2)n1
    0.9%	4%	-7%	-7%	-16%
Cc1cccc(NC(=O)C[n+]2ccc(N(C)C)cc2)c1
    i	-5%	5%	5%	6%
CCSCCOC(=O)C1=C(C)N(C)C(=O)NC1c1ccc2c(c1)OCO2 (stereo not drawn)
    i	-5%	14%	2%	-10%
O=C1CC(Cc2ccccc2)C(=O)N1c1ncccn1 (stereo not drawn)
    0.3%	-4%	4%	0%	-7%
O=C1NCC(Nc2ccccc2Cl)C(=O)N1 (stereo not drawn)
    0.5%	0%	/	/	/
O=C(N/N=C\C=C\c1ccco1)c1cc(-c2ccc3ccccc3c2)n[nH]1
    1.3%	4%	22%	-7%	?
Cc1ccc(C(=O)O/N=C/c2c(C)nn(C)c2Cl)cc1
    i	-2%	41%	7%	19%
CCCN(CCC)CCCNC(=O)c1ccc(CS(=O)(=O)c2c(Cl)cccc2Cl)o1
    i	19%	19%	1%	-7%
O=S1(=O)CCOC[C@H](c2ccccc2)N1Cc1ccccc1
    1.0%	12%	11%	-24%	-6%

In a second layout: 2 of the compounds above.
COC(=O)CSc1n[nH]c(-c2cccnc2)n1
  inhibitors of VEEV: 0.9%
  H1N1 NS1A inhibition: 4%
  M. tuberculosis: -7%
  Salmonella PhoP GFP: -7%
  M. tuberculosis HTS: -16%
CN(C)S(=O)(=O)c1ccc(Cl)c(NC(=O)COC(=O)/C=C/c2ccco2)c1
  inhibitors of VEEV: ?
  H1N1 NS1A inhibition: 4%
  M. tuberculosis: -7%
  Salmonella PhoP GFP: 1%
  M. tuberculosis HTS: -11%

Next part:
Second line of a record: inhibitors of VEEV	H1N1 NS1A inhibition	M. tuberculosis	Salmonella PhoP GFP	M. tuberculosis HTS
O=C(CCN1C(=O)C2C3C=CC(C3)C2C1=O)NC1CCCc2ccccc21 (stereo not drawn)
    0.3%	5%	-4%	-1%	-5%
COc1ccc(/C=C2/SC(=O)NC2=O)cc1
    i	0%	68%	1%	3%
CN1C[C@@H]2[C@@H]3C(=O)N(C)C(=O)[C@@H]3[C@](Cc3ccccc3)(C1=O)N2C(=O)c1ccccc1
    2.6%	6%	/	/	/
O=C(CN1C(=O)CCSc2ccc(S(=O)(=O)N3CCCC3)cc21)Nc1ccccc1
    2.2%	7%	-9%	-2%	-4%
CCc1nnc(NC(=O)COc2ccc3ccccc3c2)s1
    1.8%	5%	76%	-7%	-8%
CC1(C)CC(=O)C2=C(C1)OC(c1ccncc1)C(C#N)=C2N (stereo not drawn)
    1.3%	1%	33%	-6%	2%
COc1ccc(NC(=O)c2ccc(-c3ccc(-c4noc(C)n4)cc3C)cc2)cc1N1CCN(C)CC1
    i	22%	51%	-6%	?
CC1CCCN(c2ccc(C(=O)NCc3cccs3)cn2)C1 (stereo not drawn)
    2.3%	-11%	34%	-4%	48%
O=C(NNC(=O)C12CC3CC(CC(C3)C1)C2)c1ccccn1
    7.6%	1%	6.8µM*	6%	5.4µM*
COc1ccccc1CNC(=O)C1CCC(CNc2c(N3CCC(C)CC3)c(=O)c2=O)CC1 (stereo not drawn)
    2.3%	16%	14%	2%	1%
CCOC(CNC(=O)c1ccc(N2CCc3ccccc32)c([N+](=O)[O-])c1)OCC
    0.1%	20%	9%	-4%	-9%
CCOc1ccc(N2C(=O)S/C(=C\c3cccn3C)C2=O)cc1
    4.8%	7%	23%	-14%	4%
O=C(Nc1cccc(O)c1)C(=O)Nc1ccccn1
    0.2%	-9%	9%	3%	2%
CCCCn1c(N)c(N(CCOC)C(=O)COC(=O)c2ccccc2NCCO)c(=O)[nH]c1=O
    0.3%	5%	/	/	/
O=C(O)CC(NC(=O)COc1ccccc1)c1cccc([N+](=O)[O-])c1 (stereo not drawn)
    1.1%	/	-9%	-10%	-8%
NS(=O)(=O)c1ccc(CCNC(=O)c2cccc(OC(F)F)c2)cc1
    9.0%	-2%	-6%	5%	6%
CCOC(=O)c1c(C)n(C(C)C)c2ccc(OC(=O)c3ccc(N4C(=O)CCC4=O)cc3)cc12
    1.8%	-5%	46%	6%	1%
O=C(NCC1OCCc2ccccc21)c1ccco1 (stereo not drawn)
    0.6%	-6%	66%	-1%	-8%
CN(C)S(=O)(=O)c1ccc(N2CCCC2)c(C(=O)N2CCC(C(N)=O)CC2)c1
    1.2%	-8%	-2%	-2%	0%
Cc1cc(Cl)nc(-c2ccccc2O)n1
    0.9%	10%	0%	-10%	-5%
FC(F)(F)c1cc(CCN2C(=S)NC[C@@H]2CC2CCCCC2)cc(C(F)(F)F)c1
    10.0%	1%	3%	-2%	-2%
COc1ccc(Cl)cc1NC(=O)C/C(C)=N/NC(=O)c1ccc(O)cc1
    2.0%	-29%	37%	0%	?
Cc1ccc(NC(=O)CCc2ccc(C)o2)cc1
    0.7%	17%	?	-1%	23%
O=C1NC(=O)N(Cc2ccc(F)cc2)C(=O)/C1=C/c1cccs1
    1.7%	8%	9%	5%	5%
COc1ccc(-n2c(=O)c(CCC(=O)NCCc3ccccc3F)nc3ccccc32)cc1
    9.7%	-7%	33%	/	3%
CCCCOC(=O)c1ccccc1N
    2.0%	1%	/	/	/
CC(=O)Nc1ccc(NC(=O)CCCSc2nc3ccccc3[nH]2)cc1
    1.6%	4%	6%	1%	-5%
COc1cccc2[nH]c(C(=O)NCCCN3CCCC3=O)cc12
    1.3%	-9%	2%	1%	-9%
Cc1ccc(/C(O)=C/c2nc3ccccc3oc2=O)cc1
    i	/	4.8µM*	-11%	?
Cc1ccc(CNC(=O)CNC(=O)[C@@H]2Cc3ccccc3CN2C(=O)OC(C)(C)C)cc1
    4.2%	-7%	16%	11%	5%
COc1ccc(CCNCC(O)c2ccccc2)cc1 (stereo not drawn)
    1.1%	-3%	-8%	-9%	-1%
Cc1cc(C)c(NS(=O)(=O)c2ccc3c(c2)NC(=O)C(C)C(=O)N3)c(C)c1 (stereo not drawn)
    8.5%	-1%	27%	2%	-5%
CCCN1CCC(NCc2cn(C)nc2-c2ccc(Oc3ccccc3)cc2)CC1
    23µM*	2%	50%	27%	-11%
CCOC(=O)c1[nH]c(C)c(C(=O)/C=C/c2ccc(C(=O)O)cc2)c1C
    i	2%	-2%	-10%	10%
O=C(c1ccco1)N1CCN(S(=O)(=O)c2ccc(C3CCCCC3)cc2)CC1
    i	1%	28%	-9%	-9%
CCN1CCN(C(=O)/C=C\C(=O)O)CC1
    1.7%	4%	-12%	-2%	2%

In the list so far, these have a CF3 group.
Second line of a record: inhibitors of VEEV	H1N1 NS1A inhibition	M. tuberculosis	Salmonella PhoP GFP	M. tuberculosis HTS
CCOC(=O)[C@@H]1[C@H]2COc3cc(OC)ccc3[C@H]2N2C(=O)N(c3ccc(C(F)(F)F)cc3)C(=O)[C@@]12C
    0.1%	-2%	7%	-15%	7%
FC(F)(F)c1cc(CCN2C(=S)NC[C@@H]2CC2CCCCC2)cc(C(F)(F)F)c1
    10.0%	1%	3%	-2%	-2%
